# LYP inhibition: inhibitors of LYP phosphatase, biochemical, fluorescence intensity, uHTS (AID 1779). recombinant LYP phosphatase, fluorescence intensity; higher % means a stronger effect. inhibition, % at 11.5 µM; hits with a dose series show IC50 in µM. 290,000 tested, 0.054% active; in the data active = inhibition above about 50%;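 also: plate controls were vehicle with enzyme for no effect and no enzyme for full effect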
# RSV CPE inhibition: RSV antiviral activity via CPE protection, HEp-2 cells, primary 10 µM value included (AID 2391) | CPE inhibition, % at 10 µM, or IC50 in µM where a hit was titrated | HEp-2 cells, RSV-induced CPE inhibition; higher % means a stronger effect | 310,000 tested, 0.13% active; in the data active = a potency from the dose series; inconclusive = CPE inhibition mostly from about 23% at the one dose, without a potency; inactive = the rest, 99 in 100 with CPE inhibition below about 21%; also: strong numbers were not always called active
# GPR35 antagonists: GPR35 antagonists blocking zaprinast-driven arrestin recruitment, primary screen, imaging, U2OS, beta-arrestin-GFP, zaprinast agonist (AID 2058); U2OS GPR35 beta-arrestin-GFP translocation imaging, zaprinast antagonism; higher % means a stronger effect; one-dose inhibition, % at 10 µM; IC50 in µM for titrated hits; 290,000 tested, 0.052% active; G-protein coupled receptor 35 (Homo sapiens);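 active = inhibition of at least 50% with at least 30 cells and total cytoplasm GFP at most 10,000,000; inconclusive = under 30 cells or total GFP of 10,000,000 plus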
# NS5 inhibitors: Dengue-2 NS5 methyltransferase inhibitors, primary screen, biochemical, confirmation dose response (AID 588689) | Genome polyprotein (Dengue virus type 2 (strain 16681-PDK53)) | Dengue-2 NS5 methyltransferase capping enzyme assay, biochemical; higher % means a stronger effect | inhibition, % at 25 µM, or IC50 in µM where a hit was titrated | 340,000 tested, 0.3% active; in the data active = a potency from the dose series; inconclusive = inhibition above about 29% without an active follow-up result
# Salmonella PhoP GFP: inhibitors of PhoP regulon expression, primary screen, Salmonella Typhimurium, GFP reporter (AID 1863) | S. Typhimurium PhoP-regulated promoter GFP reporter, 4 h; higher % means a stronger effect | inhibition, % at 50 µM; hits with a dose series show IC50 in µM | 300,000 tested, 0.16% active;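 active = inhibition over 29.93%, a cutoff 3 SD above the screen mean, later confirmed by dose response; inconclusive = inhibition over 29.93% but no dose response follow-up; inactive = inhibition at most 29.93% or unconfirmed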;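 also: 0% = low Mg2+ inducing control and 100% = high Mg2+ repressing control; strong numbers were not always called active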
# West Nile virus CPE: West Nile virus antiviral activity, cell-based, CPE readout (AID 1621). West Nile virus-infected cells, CPE inhibition; higher % means a stronger effect. CPE inhibition, % at 10 µM, or IC50 in µM where a hit was titrated. 290,000 tested, 0.02% active; in the data active = a potency from the dose series; inconclusive = CPE inhibition mostly from about 3.7% at the one dose, without a potency; inactive = the rest, 99 in 100 with CPE inhibition below about 2.2%; also: strong numbers were not always called active
# MgcRacGAP inhibition: MgcRacGAP GTPase-activating activity inhibitors, confirmation, biochemical, ADP Hunter fluorescence | Rac GTPase-activating protein 1 (Homo sapiens) | MgcRacGAP-stimulated Rac1 GTP hydrolysis, ADP Hunter fluorescence; higher % means a stronger effect; GST-tagged Rac1 F28L mutant substrate | inhibition, % at 30 µM, or IC50 in µM where a hit was titrated | 340,000 tested, 0.6% active | AID 624330, 2012;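 active = first-screen hits whose inhibition reached a set limit at any dose in the follow-up dose series; inconclusive = inhibition above the set first-screen limit but never retested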;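 also: fluorescence reports GDP produced by GAP-driven GTP hydrolysis; strong numbers were not always called active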
# Large T inhibition: SV40 large T antigen inhibitors, biochemical (AID 1903) | SV40 large T antigen ATPase/helicase inhibition assay; higher % means a stronger effect | inhibition, % at 20 µM, or IC50 in µM where a hit was titrated | 310,000 tested, 0.39% active; in the data active = a potency from the dose series; inconclusive = inhibition mostly from about 32% at the one dose, without a potency; inactive = the rest, 99 in 100 with inhibition below about 32%; also: strong numbers were not always called active
# CSM14.1 death rescue: rescue of cells from ER stress-induced death, primary screen, 384-well, CSM14.1, thapsigargin, ATP luminescence (AID 1222); one-dose cellular ATP content (survival), % at 20 µM; EC50 in µM for titrated hits; CSM14.1 thapsigargin-induced death rescue, ATP luminescence; higher % means a stronger effect; 190,000 tested, under 10 active;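 active = EC50 below 50 µM in the dose-response confirmation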;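 also: death triggered by thapsigargin at about 15 µM added after 2 h compound pretreatment; cell ATP read after overnight thapsigargin exposure of roughly 18 to 22 hours; normalized against plate controls of thapsigargin alone and 5% DMSO vehicle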
# * marks the source's active call; other numbers are inactive results; ? = inconclusive; · = not tested or not shown.
SMILES,LYP inhibition,RSV CPE inhibition,GPR35 antagonists,NS5 inhibitors,Salmonella PhoP GFP,West Nile virus CPE,MgcRacGAP inhibition,Large T inhibition,CSM14.1 death rescue
O=C(CNC(=O)c1ccc(Br)cc1)c1ccccc1,-7%,2.0%,-3%,-2%,-6%,-0.7%,3%,28%,·
Cc1ccc(S(=O)(=O)Nc2ccc(NC(=O)Nc3ccc(F)cc3F)cc2)cc1,-5%,?,-2%,-5%,-3%,-0.6%,0%,2%,0.0%
CC(C)NC(=O)c1ccc2c(=O)n(C3CCCC3)c(=S)[nH]c2c1,7%,0.2%,-18%,-8%,-4%,-1.3%,6%,4%,0.8%
O=C(O)CCCNCc1ccccc1F,-4%,·,2%,2%,-16%,0.4%,8%,0%,0.2%
Cc1ccc(C(=O)COC(=O)CN2C(=O)C3C4CC(C(Br)C4Br)C3C2=O)cc1 (stereo not drawn),0%,2.0%,6%,0%,-5%,-0.8%,8%,7%,·
Nc1ccc(S(=O)(=O)Nc2nc(-c3ccccc3)cc(-c3ccccc3)n2)cc1,2%,20%,-2%,11%,-14%,0.7%,6%,7%,·
S=c1[nH]ncn1/N=C/c1cccs1,-2%,0.1%,-1%,9%,-1%,0.5%,-6%,26%,·
COc1ccc(S(=O)(=O)Nc2cccc(/C=C/C(=O)O)c2)cc1,1%,2.7%,-16%,3%,-22%,-0.4%,0%,8%,0.6%
COCC(=O)N1CCC(Oc2ccc(C(=O)NCc3cc(C)no3)cc2)CC1,-7%,1.6%,13%,2%,6%,-0.2%,5%,-2%,·
CCn1c(SCC(=O)Nc2nccs2)nnc1-c1ccc(S(=O)(=O)N2CCCCC2)cc1,-6%,11%,-2%,-4%,-2%,-0.6%,5%,0%,-1.1%
Cc1ccc(NC(=O)CN2C(=O)c3ccccc3S2(=O)=O)c(C)c1,-5%,0.1%,2%,-8%,0%,0.7%,5%,11%,·
CCC(C(=O)N1CCN(c2ncccn2)CC1)c1ccccc1 (stereo not drawn),-9%,1.1%,-7%,-5%,-3%,-0.1%,7%,17%,·
Cc1cc(N/N=C/c2ccccc2Cl)nc(NCc2ccccc2)n1,-2%,5.6%,2%,-1%,15%,0.7%,0%,11%,0.8%
O=C(Nc1ccccc1Cl)C1CCN(S(=O)(=O)c2cccc3nonc23)CC1,-6%,5.5%,21%,-2%,-4%,0.2%,-2%,0%,·
CC(C)C[C@H]1CN=C(Nc2ccccc2)N1CCCC1CCCCC1,-5%,-3.9%,2%,-4%,7%,0.4%,-1%,6%,·
CCOC(=O)C1=C(C)N(CCCC(=O)O)C(=O)NC1c1ccc(Br)cc1 (stereo not drawn),·,1.3%,·,·,-7%,-0.4%,·,6%,·
Cc1ccc(C)c(S(=O)(=O)Nc2ccc(O)c(C(=O)O)c2)c1,0%,1.5%,-9%,-2%,-11%,0.2%,1%,0%,-2.0%
COc1cccc(C(O)c2cnc(C(C)C)n2C)c1OC (stereo not drawn),-4%,-0.7%,-5%,1%,-10%,2.7%,11%,-7%,0.3%
CN1CCN(c2cc(=O)n(C3CCCCC3)c(=O)[nH]2)CC1,-4%,1.6%,-9%,1%,10%,0.1%,1%,12%,-1.8%
CCOc1ccc(Cc2c(Cl)nc(SC)nc2N(C)C)cc1,-7%,1.1%,4%,-1%,-2%,0.2%,6%,1%,9.8%
COc1ccccc1Oc1cn[nH]c1-c1ccc(O)cc1O,-6%,5.9%,-3%,3%,4%,-0.9%,?,?,·
COc1ccc(/C=C(/NC(=O)c2ccccc2)C(=O)NCC2CCCO2)cc1 (stereo not drawn),0%,0.8%,-1%,4%,-6%,-0.1%,8%,2%,·
CCOc1ccc(CCNC(=O)CS(=O)Cc2nc(-c3ccc(OC)cc3)oc2C)cc1OCC (stereo not drawn),-9%,0.7%,26%,-19%,-2%,-0.1%,9%,6%,·
Cc1ccc2c(c1)N(C(C)C(=O)NCc1ccccn1)C(=O)CO2 (stereo not drawn),-8%,1.7%,3%,-2%,-5%,-0.5%,11%,8%,·
Cc1ncc(C[n+]2csc(CCOC(=O)C34CC5CC(CC(C5)C3)C4)c2C)c(N)n1,-8%,-2.0%,7%,-5%,4%,-0.7%,2%,3%,0.2%
FC(F)(F)c1cc(Oc2ccccc2)ncc1-c1nnc(-c2ccccc2Cl)o1,-3%,12%,14%,4%,-8%,-1.0%,8%,8%,·
COCCNc1nc(-c2cc(C)c(C)cc2C)cs1,1%,1.2%,2%,3%,-8%,-0.7%,7%,6%,0.3%
COc1ccc(Cc2nnc(NC(=O)c3cc(OC)cc(OC)c3)s2)cc1,-3%,0.6%,17%,-8%,2%,0.1%,6%,7%,·
Cc1ccc(NC(=O)c2cc(S(=O)(=O)Nc3ccc(C)cc3)cs2)cc1,·,6.6%,·,2%,·,-0.6%,13%,·,·
Cc1cc(C)cc(NC(=O)N2CCCC2C(=O)Nc2ccc(-n3cnnn3)cc2)c1 (stereo not drawn),6%,0.5%,9%,3%,25%,-0.1%,9%,5%,-4.5%
CCN(CC)C(=S)SCC(=O)Nc1nc(-c2ccccc2)c(-c2ccccc2)o1,4%,11%,20%,-4%,-3%,-0.6%,0%,12%,0.9%
COc1ccc(OCCSc2nc(C)nc3ccccc23)cc1,1%,6.5%,10%,-7%,11%,-0.7%,1%,5%,0.2%
Cc1cccc(NC(=O)c2ccc(S(=O)(=O)N3CCOCC3)cc2)n1,-5%,-0.3%,-7%,3%,-2%,-0.5%,4%,10%,0.0%
COc1ccc(CNC(=O)COc2cccnc2[N+](=O)[O-])cc1,-4%,-0.1%,8%,-4%,-7%,-0.2%,4%,30%,·
CCOC(=O)n1c(=O)n(Cc2ccc(F)cc2)c2ccccc21,-7%,1.4%,-7%,-1%,7%,-1.1%,6%,0%,0.2%
CCCOP(=O)(c1ccc(N(C)C)cc1)C(O)c1ccccc1OC (stereo not drawn),-14%,1.3%,-13%,-6%,10%,-0.3%,5%,0%,-1.0%
Cc1cc(=O)n2nc(N3CCCC(C(=O)NCc4cccc(Cl)c4)C3)sc2n1 (stereo not drawn),4%,0.8%,2%,-10%,-11%,0.0%,-2%,10%,·
O=C(Cn1c(=O)oc2cc(S(=O)(=O)N3CCc4ccccc43)ccc21)N1CCCCC1,0%,0.2%,10%,-6%,7%,-0.7%,-10%,10%,-0.6%
Cc1c(O)cc2c(c1O)C(=O)CC(c1ccccc1)O2 (stereo not drawn),-4%,5.4%,11%,1%,-6%,-0.4%,11%,6%,·
CCOC(=O)c1c(C)[nH]c(C(=O)OCC(=O)NC(C)C)c1C,-6%,-0.2%,-6%,-2%,4%,-0.1%,6%,4%,-2.1%
O=C(C1CCN(S(=O)(=O)c2cccc3nsnc23)CC1)N1CCCCC1,-10%,2.8%,-15%,-12%,-4%,-0.1%,9%,15%,·
O=C(CN(Cc1ccco1)C(=O)CCC(=O)Nc1ccccn1)NCc1ccccc1,-7%,0.5%,-11%,-4%,3%,0.5%,6%,4%,·
COc1ccc(NC(=O)COc2nsnc2N2CCOCC2)cc1,-4%,2.8%,3%,-13%,-2%,-0.3%,6%,-1%,-0.4%
CC(=O)Nc1ccc2c(CSc3nncs3)cc(=O)oc2c1,-2%,1.4%,6%,-10%,2%,-0.1%,16%,26%,·
CC(C)(C)C(=O)OCc1nc(-c2ccc3c(c2)OCCO3)cs1,2%,9.2%,-2%,1%,1%,1.5%,3%,10%,·
CCOC(=O)N1CCC(NS(=O)(=O)c2ccc(C#N)cc2)CC1,-8%,0.6%,-2%,·,5%,-1.3%,·,-5%,·
Clc1ccc(Nc2ccccc2)nn1,-6%,2.1%,-8%,-7%,3%,-0.2%,3%,2%,·
C=Cc1ccc(Cn2c(=O)n(C)c(=O)c3sccc32)cc1,2%,2.0%,6%,-6%,-2%,-1.6%,-4%,1%,·
Cc1cc2ncn(C(=O)c3ccc4c(c3)OCO4)c2cc1C,-4%,1.4%,2%,·,2%,0.1%,14%,8%,2.2%
O=C(O)c1ccccc1C(=O)c1ccc(N2CCOCC2)c([N+](=O)[O-])c1,-2%,2.4%,-13%,3%,-1%,0.1%,8%,9%,-1.6%
COc1ccc(-c2cc(=O)n(-c3ccc([N+](=O)[O-])cc3)[nH]2)cc1,-2%,14%,-15%,-5%,2%,-0.2%,1%,2%,-3.5%
CCOC(=O)N1CCN(c2c(N3CCc4ccccc43)c(=O)c2=O)CC1,-3%,3.4%,3%,1%,6%,0.1%,5%,15%,-1.2%
O=[N+]([O-])c1cc2c(c(CSc3nnc(Nc4ccccc4)s3)c1)OCOC2,-11%,-0.9%,2%,-19%,2%,-0.3%,13%,2%,-1.0%
Cc1ccc(CN2CCN(Cc3ccc(-n4cccn4)cc3)CC2CCO)cc1 (stereo not drawn),-3%,-1.2%,6%,3%,-5%,-0.9%,7%,25%,-0.1%
CC(NC(=O)CN(C)S(=O)(=O)c1ccc2c(c1)c(=O)n(C)c(=O)n2C)c1ccccc1 (stereo not drawn),-7%,-0.5%,-2%,-2%,-3%,-0.1%,5%,2%,·
Cc1ccc(CNC(=O)CN2C(=O)NC(C)(c3ccc(Cl)cc3)C2=O)cc1 (stereo not drawn),-6%,3.4%,-5%,1%,3%,-1.0%,-1%,2%,·
CCOC(=O)N1CCC(N2CCN(S(=O)(=O)CC)CC2)CC1,-8%,0.3%,7%,0%,0%,0.0%,20%,-2%,0.3%
CCCC(=O)NC(=S)Nc1cccc(NC(=O)c2ccccc2)c1,9%,0.0%,-6%,4%,0%,-0.6%,9%,4%,-2.1%
COc1cc(NC(=S)NC(C)=O)ccc1NC(=O)C(C)C,-2%,-0.9%,-6%,2%,15%,1.0%,10%,21%,0.1%
CC1CCCC(NC(=O)CN2C(=O)COc3ccccc32)C1C (stereo not drawn),-9%,-0.1%,14%,5%,1%,-0.8%,10%,4%,·
CC(=O)Nc1ccccc1C(=O)C(=O)Nc1ccc(C)c(F)c1,-7%,0.6%,-7%,-2%,6%,0.3%,7%,5%,1.2%

# Ordered by number of heavy atoms (falling): part of the list above.
SMILES,LYP inhibition,RSV CPE inhibition,GPR35 antagonists,NS5 inhibitors,Salmonella PhoP GFP,West Nile virus CPE,MgcRacGAP inhibition,Large T inhibition,CSM14.1 death rescue
CCOc1ccc(CCNC(=O)CS(=O)Cc2nc(-c3ccc(OC)cc3)oc2C)cc1OCC (stereo not drawn),-9%,0.7%,26%,-19%,-2%,-0.1%,9%,6%,·
Cc1c(O)cc2c(c1O)C(=O)CC(c1ccccc1)O2 (stereo not drawn),-4%,5.4%,11%,1%,-6%,-0.4%,11%,6%,·
S=c1[nH]ncn1/N=C/c1cccs1,-2%,0.1%,-1%,9%,-1%,0.5%,-6%,26%,·
